rTrxR1 inhibitor: qHTS Assay for Inhibitors of Mammalian Selenoprotein Thioredoxin Reductase 1 (TrxR1): qHTS; Thioredoxin reductase 1, cytoplasmic (Rattus norvegicus), O89049; recombinant rTrxR1, NADPH fluorescence consumption, selenite substrate; Potency, µM (titrated, usually from 114 µM), inactives show at the highest dose activity change, negative = inhibition, hits mostly inhibitors; actives 1% (n = 390,000); AID 588453, 2011; also: potency is read from the fitted curve at half-maximal effect; % is scaled to controls: 0 for no effect and ±100 for the full control effect; nearly all actives have a fitted effect of over 65% in size
Target sequence (O89049 whole entry, looked up): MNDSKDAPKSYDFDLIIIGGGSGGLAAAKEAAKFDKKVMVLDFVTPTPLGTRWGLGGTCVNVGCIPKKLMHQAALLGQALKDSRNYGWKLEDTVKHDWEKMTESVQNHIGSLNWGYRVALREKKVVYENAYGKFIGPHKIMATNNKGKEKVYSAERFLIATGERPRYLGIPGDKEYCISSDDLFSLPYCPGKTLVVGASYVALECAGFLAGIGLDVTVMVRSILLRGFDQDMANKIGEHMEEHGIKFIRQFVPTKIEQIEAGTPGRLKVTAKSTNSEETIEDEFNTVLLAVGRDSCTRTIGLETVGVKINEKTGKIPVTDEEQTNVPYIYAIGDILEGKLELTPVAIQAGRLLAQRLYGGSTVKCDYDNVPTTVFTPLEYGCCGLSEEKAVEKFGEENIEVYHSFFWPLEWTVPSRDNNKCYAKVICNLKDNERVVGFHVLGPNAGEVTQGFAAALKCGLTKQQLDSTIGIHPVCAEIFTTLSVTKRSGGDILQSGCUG
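Rat TrxR1 (90 nM in the dispensed reagent) was pre-reduced with 400 uM NADPH for 5 min at room temperature, then incubated with compound for 15 min. After 400 uM selenite was added, NADPH fluorescence (Ex 340/Em 450 nm) was followed for 8 min.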
GLS inh: qHTS for Inhibitors of Glutaminase (GLS); actives 0.21% (n = 410,000); Potency, µM (highest dose often 45.5 µM), for the others: at the highest dose activity change, negative = inhibition, usual class: inhibitors; GLS enzymatic activity, qHTS titration; Glutaminase kidney isoform, mitochondrial (Homo sapiens), O94925; also: potency is read from the fitted curve at half-maximal effect; % is scaled to controls: 0 for no effect and ±100 for the full control effect
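Compounds were pin-transferred onto hKGA, after which L-glutamine (1 mM solution) and a detection mix of glutamate oxidase, HRP and Amplex Red were added. Initial and 30 min RT fluorescence reads were collected.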
HP1b chromo inh: HTS for Inhibitors of HP1-beta Chromodomain Interactions with Methylated Histone Tails | AID 540317, 2011 | AlphaScreen HP1-beta / biotin-H3K9me3 peptide binding | actives 0.56% (n = 390,000) | Chromobox protein homolog 1 (Homo sapiens), P83916 | Potency, µM (series often up to 114 µM), for inactives: at the top dose activity change, negative = inhibition, hits mostly inhibitors; also: potency is read from the fitted curve at half-maximal effect; nearly all actives have a fitted effect of over 70% in size; inactives centre near 23
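HP1-beta protein (50 nM final) preincubated 30 min at room temperature with biotinylated H3(1-18)K9me3 peptide (50 nM) in PBS pH 7.4, 0.01% Tween-20, then compound added for 30 min. AlphaScreen streptavidin donor/nickel chelate acceptor beads (10 ug/mL final), 30 min dark, luminescence read.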
USP1 inh: Inhibitors of USP1/UAF1: Primary Screen; Ubiquitin carboxyl-terminal hydrolase 1 (Homo sapiens), O94782; recombinant USP1/UAF1, Ub-Rhodamine cleavage fluorescence; Potency, µM (series often up to 57.1 µM), for inactives: at the highest dose activity change, negative = inhibition, usual class: inhibitors; actives 0.23% (n = 390,000); also: potency is read from the fitted curve at half-maximal effect; % is scaled to controls: 0 for no effect and ±100 for the full control effect; nearly all actives have a fitted effect of over 60% in size; inactives centre near -12
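USP1/UAF1 complex at 1 nM was preincubated with compound for 15 min at room temperature, then Ub-Rho substrate (150nM final) was added. Fluorescence (480/540 nm) was read kinetically, 6 reads every 60 seconds.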
Pin1 inh: qHTS Assay to Find Inhibitors of Pin1; Peptidyl-prolyl cis-trans isomerase NIMA-interacting 1 (Homo sapiens), Q13526; Pin1 FP peptide displacement, HiFluor488, 10 min; Potency, µM (titrated, usually from 115 µM), for the others: top-dose activity, negative = inhibition, usual class: inhibitors; actives 0.009% (n = 390,000); active = well fitted inhibition curve with a large enough effect in the polarisation, with a control signal flat, not every such curve was filed as active; inconclusive = small, poorly fitted or top-dose-only effect, or effect the other way, or a change in a side signal; inactive = no such curve, though single readings can be large or run the other way; the % refers to the polarisation; also: potency is read from the fitted curve at half-maximal effect; % is scaled to controls: 0 for no effect and ±100 for the full control effect
Target sequence (Q13526 whole entry, looked up): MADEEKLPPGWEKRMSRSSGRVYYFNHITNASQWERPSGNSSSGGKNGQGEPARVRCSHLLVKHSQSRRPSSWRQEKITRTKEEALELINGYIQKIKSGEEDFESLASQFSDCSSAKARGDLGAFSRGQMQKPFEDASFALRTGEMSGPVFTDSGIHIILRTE
mIDH1 inhibitor: qHTS for Inhibitors of mutant isocitrate dehydrogenase 1 (IDH1): qHTS; IDH1-R132H enzyme, NADPH consumption, diaphorase/resazurin fluorescence; Potency, µM (doses to about 76.6 µM), for the others: at the highest dose activity change, negative = inhibition, actives largely listed as inhibitors; actives 0.093% (n = 390,000); AID 602179, 2012; also: potency is read from the fitted curve at half-maximal effect; % is scaled to controls: 0 for no effect and ±100 for the full control effect; nearly all actives have a fitted effect of over 65% in size
Target sequence (O75874 whole entry R132H, stated change not applied): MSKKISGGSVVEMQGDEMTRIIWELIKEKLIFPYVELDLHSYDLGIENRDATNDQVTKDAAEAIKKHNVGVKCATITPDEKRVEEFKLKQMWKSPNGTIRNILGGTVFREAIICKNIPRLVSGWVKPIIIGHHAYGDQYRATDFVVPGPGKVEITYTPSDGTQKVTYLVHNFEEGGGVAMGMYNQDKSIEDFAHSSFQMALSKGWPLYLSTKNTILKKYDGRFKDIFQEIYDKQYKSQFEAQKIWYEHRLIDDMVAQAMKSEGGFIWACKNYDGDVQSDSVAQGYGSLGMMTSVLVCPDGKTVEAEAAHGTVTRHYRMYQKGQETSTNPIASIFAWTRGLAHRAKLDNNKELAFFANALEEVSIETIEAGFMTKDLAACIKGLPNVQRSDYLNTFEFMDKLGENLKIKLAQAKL
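IDH1-R132H (0.5 ug/mL dispensed) in pH 7.5 Tris buffer was preincubated 30 min with compound, then given a substrate mix of 0.016 mM NADPH and 2 mM alpha-KG for 80 min at room temperature; remaining NADPH was read by diaphorase/resazurin fluorescence.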
PI4K2A inh: qHTS for small molecular inhibitors of PI4K2A. Phosphatidylinositol 4-kinase type 2-alpha (Homo sapiens), Q9BTU6. purified PI4K2A, ADP-Glo luminescence, 1 h; active compounds read low. activity change, negative = inhibition, % at 76.9 µM. actives 0.13% (n = 420,000). AID 1346378, 2018; in the data active = activity change below about -50%; inconclusive = mostly about -30% to -49%;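 also: -100% = wells without enzyme as full effect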
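ADP-Glo luminescence measured ADP generated by PI4K2A enzyme (4 ug/mL before mixing) with 1.2 mM PI substrate (pre-mix) and 300 microM ATP (pre-mix). Tris pH7.5 buffer with MgCl2, Triton X-100; 1 h reaction at ambient temperature.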
TrxR1 substrate: qHTS Assay for Substrates of Mammalian Selenoprotein Thioredoxin Reductase 1 (TrxR1): qHTS. purified TrxR1 substrate turnover, NADPH consumption readout. Potency, µM (highest dose often 114 µM), for the others: at the highest dose activity change, negative = substrate turnover. AID 588456, 2011. actives 0.01% (n = 390,000); also: potency is read from the fitted curve at half-maximal effect; % is scaled to controls: 0 for no effect and ±100 for the full control effect; nearly all actives have a fitted effect of over 50% in size
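Rat TrxR1, dispensed at 90 nM, was prereduced with 400 uM NADPH (final) for 5 min at ~22 deg C, then incubated with compound 15 min before 400 uM selenite. A first-read NADPH fluorescence drop versus no-compound background flagged substrates.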
Tb PGK inh: qHTS Assay to Find Inhibitors of Phosphoglycerate Kinase; actives 0.043% (n = 380,000); AID 602233, 2012; PGK/GAPDH coupled, Kinase-Glo luminescence, 60 min; Phosphoglycerate kinase, glycosomal (Trypanosoma brucei brucei), P07378; Potency, µM (series often up to 57.5 µM), without a hit: at the highest dose activity change, negative = inhibition, hits mostly inhibitors; also: potency is read from the fitted curve at half-maximal effect; % is scaled to controls: 0 for no effect and ±100 for the full control effect; nearly all actives have a fitted effect of over 60% in size
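Recombinant glycosomal PGK reaction used 1,3-bisphosphoglycerate generated in-well by GAPDH (100nM final) in 100mM TEA pH 7.6, 5mM MgCl2, 0.01% Tween-20. After 60 minutes at room temperature, ATP was read by Kinase-Glo Plus luminescence end-point.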
An asterisk follows results filed as active; i = inactive; ? = inconclusive; [ ] = remark or other dose. Unless noted, calls follow the shape of the dose curve; as a rule, active = well fitted curve in the direction sought with a large enough effect; inconclusive = small, poorly fitted or top-dose-only effect, or another doubt; inactive = no such curve, though single readings can be large; an effect the other way counts as inactive or inconclusive. An excerpt (hit frequency here may not be typical).

Second line of a record: USP1 inh, GLS inh, Pin1 inh, rTrxR1 inhibitor, mIDH1 inhibitor, TrxR1 substrate, HP1b chromo inh, PI4K2A inh, Tb PGK inh
COc1ccccc1NS(=O)(=O)c1cc(N=N/C(C(=O)Nc2ccc(Cl)cc2)=C(/C)O)ccc1C
  -27%, 1%, 14%, 18%, 7%, -7%, 7%, 3, -7%
CC(CCc1ccccc1)NCc1ccncc1 (configuration not stated)
  -12%, -3%, -8%, 3%, 5%, -2%, 23%, -1, -10%
COC(=O)C1=C(C)N(c2ccc(C)c(C)c2)/C(=C/c2ccco2)C1=O
  -3%, 19%, ?, -12%, -8%, -5%, -11%, 10, -10%
COc1ccc(NC(=O)C=C(C)C)cc1Cl
  -4%, 0%, 5%, 23%, 5%, 10%, 17%, -13, -25%
O=C(NCCc1ccc(F)cc1)C(=O)NCC(c1cccs1)S(=O)(=O)c1ccccc1 (configuration not stated)
  3%, 5%, 0%, 0%[57.1 µM], 1%, 3%[57.1 µM], 42%[activator], -2, -5%
Cc1ccccc1C(=O)N1CCC(C(=O)N(C)CCOc2ccccc2)CC1
  -2%, 2%, -11%, -20%, 9%, -9%, 43%[activator], 1, -4%
Nc1nc(NCc2ccccc2)nc(NCCO)c1[N+](=O)[O-]
  -5%, 1%, 0%, -5%, 11%, -7%, 13%, -1, -4%
COc1ccc(C2Nc3ccccc3C(=O)N2Cc2ccco2)cc1COc1ccc(F)cc1 (configuration not stated)
  -5%, 0%, 10%, -6%[57.1 µM], 1%, 45%, 35%, 5, 2%
CCOc1cc(C(=O)N(CC)CC(=O)Nc2c(F)cccc2F)ccc1OCC(=O)N1CCCCC1
  -12%, -3%, 2%, 0%, 2%, 6%, 25%, 3, -4%
COc1ccc(C(OC(=O)c2ccco2)C(=O)NCc2ccco2)cc1 (configuration not stated)
  -16%, 5%, 1%, -8%, 0%, -3%, -4%, 1, -7%
CC(C)(C)c1ccc(NC(=O)COC(=O)C2CCCC2)cc1
  -30%, 4%, 0%, 30%, 7%, -2%, 67%[activator], -3, -1%
CCOC(=O)c1oc2ccccc2c1NC(=O)CN1CCN(C)CC1
  -8%, -4%, -5%, 26%[11.4 µM], 2%, 7%[57.1 µM], 6%, -3, -3%
Cc1ccccc1CNC(=O)c1ccccc1N(C)S(=O)(=O)c1ccccc1
  -10%, 3%, 3%, -3%[57.1 µM], 4%, 2%[57.1 µM], 31%, 3, 2%
S=C(NCCN1CCOCC1)Nc1cccc2ccccc12
  -14%, 17%, 3%, -19%, 5%, -8%, 17%, 0, i
Oc1ccc(-c2nc3cnccn3c2Nc2ccc3c(c2)OCCO3)cc1
  -19%, -11%, ?, 1%[57.1 µM], -7%, 5%[57.1 µM], -12%, 0, 8%
Cc1cc(NC(=O)COC(=O)COc2ccc3c(c2)CCC3)no1
  -4%, 7%, 1%, 15%[57.1 µM], 1%, 8%[57.1 µM], 17%, 3, 2%
CC(=O)Nc1ccc(C(=O)OCc2ccc(Cl)cc2)cc1
  -8%, -11%, 1%, 18%, 5%, -1%, 31%, 0, -13%
COC(=O)CC(NC(=O)c1ccco1)c1cccc2ccccc12 (configuration not stated)
  -16%, 10%, -7%, 4%, 8%, 8%, 21%, -3, -8%
Cc1cc(C(=O)CCl)c(C)n1-c1cccc([N+](=O)[O-])c1
  -7%, 2%, -7%, -1%[57.1 µM], -3%, 8%[57.1 µM], -6%, 19, -1%
CC(=O)N1[C@@H]2CC3C4CC=C5C[C@@H](O)CC[C@]5(C)C4CC[C@]3(C)[C@@]21C(C)=O (some centres not stated)
  6%, 3%, 10%, 12%, -4%, 1%, 44%[activator], -6, -1%

Shown with tabs: entries from further up.
SMILES	USP1 inh	GLS inh	Pin1 inh	rTrxR1 inhibitor	mIDH1 inhibitor	TrxR1 substrate	HP1b chromo inh	PI4K2A inh	Tb PGK inh
Oc1ccc(-c2nc3cnccn3c2Nc2ccc3c(c2)OCCO3)cc1	-19%	-11%	?	1%[57.1 µM]	-7%	5%[57.1 µM]	-12%	0	8%
Cc1cc(NC(=O)COC(=O)COc2ccc3c(c2)CCC3)no1	-4%	7%	1%	15%[57.1 µM]	1%	8%[57.1 µM]	17%	3	2%

The results go on.
Second line of a record: USP1 inh, GLS inh, Pin1 inh, rTrxR1 inhibitor, mIDH1 inhibitor, TrxR1 substrate, HP1b chromo inh, PI4K2A inh, Tb PGK inh
Cc1ccc(C(=O)NN2CCOCC2)cc1[N+](=O)[O-]
  -6%, 7%, -10%, 13%, -3%, 3%, 19%, -20, 2%
CC(C)Cc1nc(N2CCCCC2)c(C#N)c2c1CCC2
  -21%, 5%, ?, -8%[57.1 µM], 3%, 20%, 164%, -9, 4%
CCOC(=O)C1=C(N)OC2=C(C(=O)CCC2)C1c1ccc2c(c1)OCO2 (configuration not stated)
  -15%, 3%, -9%, 7%, -5%, 5%, 4%, -2, 2%
COc1ccc(-n2c(C)c(C(C)=O)c3cc(OC(=O)c4ccc(C)cc4)ccc32)cc1
  2%, -4%, 10%, 17%, -2%, 7%, 23%, -1, -3%
COc1cc(/C=C2\SC(c3ccccc3)=NC2=O)cc(Cl)c1O
  ?, 8.9µM*, 6%, -39%, 58µM*, -5%[57.1 µM], 13µM*, -1, -24%
CCc1ccccc1NC(=S)N(CCCN1CCN(C)CC1)Cc1cccs1
  -3%, -4%, 1%, 19%[57.1 µM], 3%, -14%[57.1 µM], 36%, 8, i
O=[N+]([O-])c1cccc(-c2c(-c3ccccc3)ncc3cc(F)ccc23)c1
  ?, 2%, 23%, 20%, 6%, 13%, -5%, -4, -11%
Cc1ccc(OCC(=O)NCc2ccccc2)c([N+](=O)[O-])n1
  2%, 8%, 2%, 3%[57.1 µM], 2%, 2%[57.1 µM], 32%, -4, 7%
Cn1c(=O)c2c(n(C)c1=O)=NC1(CCCCC1)N=2
  -2%, 5%, -11%, 8%, -5%, 2%, 36%, 5, 3%
CCOc1cc(/C=C(\C#N)C(=O)Nc2ccc(S(N)(=O)=O)cc2)ccc1OCCN1CCOCC1
  -9%, -2%, 16%, -30%, -1%, -15%, 3%, -3, -1%
O=C(O)c1ccc(COc2cccc(CO)c2)cc1
  -2%, 0%, 1%, -12%, 9%, -5%, 23%, ?, -8%[11.5 µM]
COc1cc(OC)c2c(c1)S(=O)(=O)C(c1ccccc1)=C2N
  -3%, 6%, 0%, -5%, -1%, -8%, 12%, -5, -1%
CC1(C)N=C(SCc2ccc(Cl)cc2)c2ccccc2N1
  -8%, -2%, -3%, -8%, 37%[activator], 7%, 339%[activator], -15, -6%
Cc1noc(C)c1COc1ccc(C(=O)Nc2nnc(CC(C)C)s2)cc1
  -21%, -7%, -3%, 7%, 9%, 0%, 35%, 5, -6%
COc1cc(C2C(C#N)=C(C)NC3=C2C(=O)c2ccccc23)cc(OC)c1OC (configuration not stated)
  -26%, -17%, -4%, 1%, 3%, 0%, -16%, 0, -9%[11.5 µM]
CCC(C)NC(=O)C(CCSC)NC(=O)c1ccccc1 (configuration not stated)
  -7%, 7%, 3%, 16%, 1%, 5%, 25%, -7, 2%
CCCNC(=O)Nc1cc(OCC)c(N2CCOCC2)cc1OCC
  -11%, 24%, -1%, 8%[57.1 µM], -2%, 8%[57.1 µM], 16%, 0, -2%
COc1ccc(/C=N/NC(=O)c2nonc2N)cc1OC
  -15%, -3%, 1%, 2%[57.1 µM], 3%, -14%, 11%, -2, i
Cc1ccc(NC(=O)c2cc([N+](=O)[O-])ccc2N2CCOCC2)cc1S(=O)(=O)N1CCOCC1
  -8%, -11%, -24%, -15%, 7%, -15%, 27%, 8, i
O=[N+]([O-])c1ccccc1-c1ccc(C(=S)N2CCCC2)o1
  ?, 19%, ?, -32%, 16%, -9%, ?, -15, -11%
CCOc1ccccc1C(=O)NC(C(=O)N(C)c1c(N)n(Cc2ccccc2)c(=O)[nH]c1=O)C(C)C (configuration not stated)
  -11%, -6%, 0%, -1%, 3%, -1%, 20%, -3, -8%
CC(C)C(=O)N1CCN(c2cc(N3CCN(C)CC3)c(F)cc2[N+](=O)[O-])CC1
  -3%, 0%, -7%, 14%[57.1 µM], -2%, -10%, -3%, -1, -11%
